Screens as filed in PubChem.
Tau fibril FP: blocks human tau fibril formation measured by polarization. P10636. K18 P301L tau heparin fibrillization, Alexa594 FP, 6 h. Potency, µM (doses to about 57.7 µM), without a hit: top-dose activity, negative = inhibition, usual class: inhibitors. hit rate 0.39% among 280,000. AID 1468; also: nearly all actives have a fitted effect of over 55% in size
Target sequence (P10636 561-689 P618L limits assumed): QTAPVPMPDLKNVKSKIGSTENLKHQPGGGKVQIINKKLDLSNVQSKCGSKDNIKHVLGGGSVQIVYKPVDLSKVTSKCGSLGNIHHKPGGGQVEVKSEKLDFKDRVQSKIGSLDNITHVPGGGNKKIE
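Recombinant K18 P301L […], labeled with Alexa 594 at 0.24 uM over 15 uM unlabeled; heparin inducer 20 uM final; 37 C, 6 hr; FP endpoint.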
aGal spleen mod: alpha-galactosidase A (human) modulation; human spleen homogenate, 4MU-alpha-Gal fluorescence, 40 min; Potency, µM (highest dose often 80 µM), for the others: at the highest dose activity change, negative = inhibition, actives largely listed as inhibitors; hit rate 0.008% among 240,000; AID 2107;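 also: 0% = enzyme with vehicle and -100% = no enzyme basal signal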
Target sequence (P06280 32-429 limits assumed): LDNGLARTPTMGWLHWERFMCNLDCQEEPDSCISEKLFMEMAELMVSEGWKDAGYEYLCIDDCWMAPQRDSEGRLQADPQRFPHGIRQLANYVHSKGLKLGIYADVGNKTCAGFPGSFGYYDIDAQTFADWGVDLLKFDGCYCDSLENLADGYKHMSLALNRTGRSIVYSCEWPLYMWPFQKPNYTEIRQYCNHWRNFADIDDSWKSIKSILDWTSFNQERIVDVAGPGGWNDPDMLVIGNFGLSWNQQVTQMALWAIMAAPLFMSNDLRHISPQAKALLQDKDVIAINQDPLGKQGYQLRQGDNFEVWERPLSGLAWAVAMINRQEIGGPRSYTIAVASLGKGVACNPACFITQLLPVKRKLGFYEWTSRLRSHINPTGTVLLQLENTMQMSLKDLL
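Human spleen homogenate (1 ug) as enzyme source, 4-methylumbelliferyl-alpha-D-galactopyranoside 1 mM final, citrate/phosphate pH 5.0 with 0.01% Tween-20. Compounds 40 min at 37C, NaOH/glycine stop; fluorescence Ex 365/Em 440, Hill-fit AC50.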
TR SRC2 fluor cs: Texas Red fluorescence interference in TRb-SRC2 counter-screen; TRb/SRC2 Texas Red total fluorescence interference; hit rate 0.29% among 280,000; Potency, µM (doses to about 106 µM), for the others: at the top dose fluorescence change, negative = quenching; active = well fitted curve in either direction with a large enough effect; inconclusive = small, poorly fitted or top-dose-only effect
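Human TRb ligand-binding domain at 0.6 uM with 20 nM Texas Red SRC2 peptide in Tris buffer containing 1 uM T3 and 5% DMSO, incubated with compound 5 h at ambient temperature. Total fluorescence (555/632 nm) calculated as parallel + 2 × perpendicular.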
TRb-SRC2 inh: TRbeta-SRC2 interaction inhibition. TRbeta-SRC2 peptide binding, fluorescence polarization; receptor liganded with 1 µM T3. P10828. AID 1469. hit rate 0.065% among 280,000. Potency, µM (series often up to 106 µM), inactives show at the top dose activity change, negative = inhibition, actives largely listed as inhibitors;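 also: plate controls were bound peptide for no effect and peptide without receptor for full effect; nearly all actives have a fitted effect of over 50% in size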
Target sequence (P10828 whole entry, looked up): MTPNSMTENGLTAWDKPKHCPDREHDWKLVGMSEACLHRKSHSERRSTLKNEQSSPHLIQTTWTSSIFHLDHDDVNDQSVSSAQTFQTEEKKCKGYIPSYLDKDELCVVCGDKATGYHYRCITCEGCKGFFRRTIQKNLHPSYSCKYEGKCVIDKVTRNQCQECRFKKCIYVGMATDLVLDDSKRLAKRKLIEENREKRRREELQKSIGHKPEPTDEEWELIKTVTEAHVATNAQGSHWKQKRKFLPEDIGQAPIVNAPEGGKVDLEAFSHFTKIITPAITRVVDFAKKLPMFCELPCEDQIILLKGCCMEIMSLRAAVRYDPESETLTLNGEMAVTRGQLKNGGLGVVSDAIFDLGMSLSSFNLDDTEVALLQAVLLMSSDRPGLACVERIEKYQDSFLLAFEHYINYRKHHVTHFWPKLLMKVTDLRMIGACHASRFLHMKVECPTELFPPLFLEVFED
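Binding of a 20-amino-acid Texas Red SRC2 peptide (20 nM) to TRb ligand-binding domain (0.6 uM) with agonist T3 at 1 uM was followed by fluorescence polarization after a 5 hr room-temperature incubation.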
Tau fluor counter: counter-screen for tau fibril formation inhibitors | tau K18 P301L Alexa594 fluorescence, heparin fibrillization | Potency, µM (top dose mostly 57.7 µM), for the others: at the highest dose activity change, negative = decrease | hit rate 0.93% among 280,000 | AID 1463; also: nearly all actives have a fitted effect of over 55% in size
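Human K18 P301L tau (15 uM unlabeled plus 0.24 uM Alexa 594-labeled, final) in 100 mM sodium acetate pH 7 was mixed with compound and 20 uM heparin and incubated 6 hr at 37 C.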
ALDH1A1 inh: blocks purified human ALDH1A1 activity; P00352; Purified ALDH1A1, NADH fluorescence, propionaldehyde substrate; Potency, µM (top dose mostly 75.3 µM), inactives show top-dose activity, negative = inhibition, most hits filed as inhibitors; hit rate 7.3% among 220,000; AID 1030; active = well fitted inhibition curve with a large enough effect, not every such curve was filed as active; inconclusive = small, poorly fitted or top-dose-only effect, or another doubt; inactive = no such curve, though single readings can be large or run the other way;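 also: plate controls were no enzyme wells and a reference inhibitor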
Tau ThT inhib: blocks human tau fibril formation measured by thioflavin T. P10636. recombinant tau K18 P301L (four-repeat tau fragment), heparin-induced fibrillization, ThT fluorescence. Potency, µM (series often up to 57.4 µM), for the others: at the highest dose activity, negative = inhibition, usual class: inhibitors. hit rate 2.1% among 270,000. AID 1460; also: nearly all actives have a fitted effect of over 55% in size
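K18 P301L tau (15 uM + 0.24 uM Alexa 594-tagged), heparin 20 uM, NaOAc pH 7, 6 h 37 C; ThT 30 uM, 1 h RT, ex 450/em 510 nm.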
L3MBTL1 block: inhibitors of human L3MBTL1; AlphaScreen L3MBTL1–H3K9me1 peptide binding; Potency, µM (doses to about 57.1 µM), for inactives: at the top dose activity, negative = inhibition, actives largely listed as inhibitors; hit rate 0.66% among 230,000; also: nearly all actives have a fitted effect of over 60% in size
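AlphaScreen proximity signal between nickel-chelate acceptor and streptavidin donor beads (final 10 ug/mL) reports binding of 50 nM L3MBTL1 to 75 nM biotin-H3 K9me1 peptide; complex incubated with compounds 30 min at room temperature; cefsulodin titration as control.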
* marks the source's active call; other numbers are inactive results; u = inconclusive; x = not tested or not shown; & = joins results of further samples; [ ] = another dose, or the depositor's remark. Unless noted, calls follow the shape of the dose curve; as a rule, active = well fitted curve in the direction sought with a large enough effect; inconclusive = small, poorly fitted or top-dose-only effect, or another doubt; inactive = no such curve, though single readings can be large; an effect the other way counts as inactive or inconclusive. Unless noted, % is scaled to controls: 0 for no effect and ±100 for the full control effect; potency is read from the fitted curve at half-maximal effect.

Below each compound: Tau fibril FP, aGal spleen mod, TR SRC2 fluor cs, TRb-SRC2 inh, Tau fluor counter, ALDH1A1 inh, Tau ThT inhib, L3MBTL1 block
- COc1ccc(-c2[nH]ncc2CN(C)C(C)c2ccon2)c(OC)c1 (centres undefined)
    -2%, -7%, -2%, -4%, -6%, 4%, -8%, -1%
- CCOC(=O)C1=C(C)N=C2c3ccccc3C(=O)C2C1c1ccc(C)cc1 (centres undefined)
    10%, u, -4%, -20%, -27%, u, u, 18%
- NCCCCN=C(N)N
    -14%&11%&-5%&-5%&0%, -19%&-6%&2%&15%&6%, -3%&1%&-3%&0%&-3%, -5%&-1%&2%&1%&2%, -6%&-6%&-1%&-2%&-2%, 5%&-9%&-4%&5%&-3%, -4%&0%&-3%&-3%&1%, x
- CN1CC2(C)CN(C(c3ccccc3)c3ccccc3)CC(C)(C1)C2O (centres undefined)
    0%, 12%, -9%, -2%, 5%, 8%, -3%, 2%
- Cc1ccc(-n2ncc3c(SCc4cccc(C)c4)ncnc32)cc1
    6%, 5%, -1%, 5%, 1%, u, -11%, -11%
- Cc1c(CNCCC2=CCCCC2)c(C(=O)O)c(C)n1Cc1ccccc1
    -3%, 5%, 2%, 5%, -13%, 4%, -14%, x
- CN(CCc1ccccn1)S(=O)(=O)c1ccc(F)cc1
    u, -3%, -1%, 2%, -14%, -8%, -5%, -1%
- COc1cc(C(=O)NCC2CCCO2)ccc1OCc1c(C)noc1C (centres undefined)
    -4%, 4%, 0%, -14%, -3%, 3%, -10%, 1%
- CCOC(=O)c1[nH]c(C)c(C(=O)Nc2cc(Cl)ccc2C)c1C
    2%, -5%, 3%, -11%, 1%, 7%, -1%, 3%
- O=[N+]([O-])c1ccc(N2CCN(C(=S)c3cccc([N+](=O)[O-])c3)CC2)cc1
    u, 18%, 0%, 4%, -21%, x, x, x
- N#CCc1ccc(NS(=O)(=O)c2ccc(N3CCCC3=O)cc2)cc1
    1%, 1%, 0%, 4%, -2%, 14µM*, -2%, -3%
- CC(C)(C)NCc1cc(Cl)ccc1OCc1cccs1
    8%, -4%, 1%, 16%, -2%, 7%, -4%, -3%
- O=C1c2ccccc2-c2nc3ncnn3c(-c3ccccc3Cl)c21
    7%, 2%, 0%, -1%, -9%, -8%, -10%, 2%
- COc1ccc(/C=N/NC(=O)CN(C)S(=O)(=O)c2ccc(NC(C)=O)cc2)cc1
    -6%, 3%, -1%, 1%, -8%, 2%, -4%, 11%
- COc1ccc(OC)c(NC(=O)N2CC(C)Oc3ccc(C)cc32)c1 (centres undefined)
    -4%, x, u, -10%, u, x, 16%, x
- O=[N+]([O-])c1cccc(/C=N\N=C2c3ccccc3-c3ccccc32)c1O
    8%, -4%, u, -5%, u, -7%, 5µM*, -26%
- O=C(NC1CC1)c1cc(OCC(F)(F)F)ccc1OCC(F)(F)F
    -2%, 4%, -3%, 4%, 1%, u, -2%, 3%
- CC(C)(C)c1ccc(-c2nc3c(C#N)c(-c4ccc5c(c4)OCO5)ccn3n2)cc1
    u, 21%, 0%, -13%, -13%, u, u, 7%
- CCCCCCOC(=O)C(C#N)c1nc2ccccc2nc1N1CCCCC1 (centres undefined)
    6%, 5%, -1%, -3%, 17%, -2%, -1%, -2%[11.4 µM]
- CS(=O)(=O)c1ccc2nc(NC(=O)c3ccco3)sc2c1
    2%, 4%, -1%, -2%, -5%, 7%, 1%, 16%
- CCn1ncc([N+](=O)[O-])c1C(=O)Nc1nc2cccc(C)c2s1
    0%, 3%, -1%[53 µM], 10%[53 µM], -12%, -6%, -11%, -2%
- O=C(O)C1=C[C@@H](c2ccc(C(F)(F)F)cc2)C[C@@H](OCc2ccc(CO)cc2)O1
    -1%, -9%, 0%, -11%, 3%, 1%, -1%, 6%
- COCCn1c(SCC(=O)Nc2ccccc2OC)nc2c(oc3ccccc32)c1=O
    12%, -6%, 1%, -17%, -3%, u, -9%, 8%
- O=C(c1ccc2c(=O)n(CCc3ccccc3)c(=O)[nH]c2c1)N1CCN(c2ccc(F)cc2)CC1
    -13%, x, -4%, 0%, -8%, x, -3%, x
- Cc1ccc(CN2CCN(C3CCN(C(=O)Nc4ccc(C)cc4Cl)CC3)C(=O)C2=O)cc1
    u, x, -26%, 1%, -2%, x, 2%, x
- O=C(NCCCNc1ccc([N+](=O)[O-])cc1)C(F)(F)F
    4%, u, 0%, 6%, 6%, u, 8%, -18%
- CCn1c(C(=O)NC(C)c2ccc3c(c2)OCCO3)cc2sccc21 (centres undefined)
    12%, -1%, -8%, -7%, -22%, -13%, -9%, x
- Cc1ccc(Oc2ncccc2C(=O)NCC(=O)O)cc1
    -5%, 3%, -2%, 8%, -11%, 11%, -11%, 2%
- CCNS(=O)(=O)c1ccc(CCC(=O)NCc2ccccc2)cc1
    3%, -3%, -2%, -4%, -2%, u, 1%, -17%[11.4 µM]
- CO[C@H]1[C@H](O[C@H]2O[C@@H](C)[C@@H](O[C@@H]3C[C@](C)(O)[C@H](O)[C@H](C)O3)[C@@H](N(C)C)[C@@H]2O)[C@@H](CC=O)C[C@@H](C)[C@@H](O[C@H]2CC[C@H](N(C)C)[C@H](C)O2)/C=C\C=C/C[C@@H](C)OC(=O)C[C@H]1O
    x, 1%[29.1 µM], 0%[53 µM], 1%[53 µM], x, 2%[20.9 µM], x, x

Compound profiles (already shown). Order of values: Tau fibril FP, aGal spleen mod, TR SRC2 fluor cs, TRb-SRC2 inh, Tau fluor counter, ALDH1A1 inh, Tau ThT inhib, L3MBTL1 block
CC(C)(C)c1ccc(-c2nc3c(C#N)c(-c4ccc5c(c4)OCO5)ccn3n2)cc1 across the screens: u, 21%, 0%, -13%, -13%, u, u, 7%
CC(C)(C)NCc1cc(Cl)ccc1OCc1cccs1 across the screens: 8%, -4%, 1%, 16%, -2%, 7%, -4%, -3%
CCOC(=O)c1[nH]c(C)c(C(=O)Nc2cc(Cl)ccc2C)c1C across the screens: 2%, -5%, 3%, -11%, 1%, 7%, -1%, 3%
N#CCc1ccc(NS(=O)(=O)c2ccc(N3CCCC3=O)cc2)cc1 across the screens: 1%, 1%, 0%, 4%, -2%, 14µM*, -2%, -3%
Cc1ccc(Oc2ncccc2C(=O)NCC(=O)O)cc1 across the screens: -5%, 3%, -2%, 8%, -11%, 11%, -11%, 2%

More results follow.
Below each compound: Tau fibril FP, aGal spleen mod, TR SRC2 fluor cs, TRb-SRC2 inh, Tau fluor counter, ALDH1A1 inh, Tau ThT inhib, L3MBTL1 block
- CCCOc1ccc(N2C(=O)CC(NCc3cccs3)C2=O)cc1 (centres undefined)
    8%, 0%, 2%, -3%, 4%, u, -12%, 8%
- NC(=O)c1cc([N+](=O)[O-])ccc1N1CCCCC1
    -6%, 2%, -1%[53 µM], 1%[53 µM], 1%, u, 7%, -3%
- O=C(CCCCCn1c(=O)[nH]c2ccsc2c1=O)NCc1ccc2c(c1)OCO2
    -11%, -2%, -3%, -1%, 3%, 3%, 6%, 6%
- Cn1c(Cn2nnc3ccccc32)nnc1SCC(=O)N1c2ccccc2Sc2ccccc21
    -8%, -5%, -12%, -5%, -1%, 5%, -5%, 21%
- Cc1cccc(-c2noc(-c3ccccc3OCC(=O)Nc3ccc([N+](=O)[O-])cc3)n2)c1
    -1%, x, -2%, 8%, -28%, x, u, x
- Cc1cc(C(F)F)n2nc(C(=O)Nc3c(C)cccc3C)nc2n1
    -7%, x, -3%, -4%, -7%, x, -4%, x
- COc1ccc(C)cc1NC(=S)NC(C)c1ccc(OC)c(OC)c1 (centres undefined)
    4%, 0%, -1%, 4%, -11%, -10%, -10%, -1%
- CC(C(=O)Nc1ccccc1C(=O)O)n1c(C(F)(F)F)nc2ccccc21 (centres undefined)
    6%, -8%, -3%, 0%, 6%, 9%, 6%, 6%
- O=C(Oc1ccc(Cl)c2ccccc12)N1CCCCC1
    -6%, -3%, -5%, -3%, -17%, 5%, -18%, x
- CCCCCNC(=O)CCc1ccccc1
    0%, 18%, 0%, 9%, 0%, 4%, -15%, 2%
- COc1ccccc1C(c1c(N)n(C)c(=O)n(C)c1=O)C(C)[N+](=O)[O-] (centres undefined)
    11%, -8%, -1%, -9%, 2%, x, x, x
- CCn1c(CN2CCC(C)CC2)nc2cc(NC(=O)c3cccc([N+](=O)[O-])c3)ccc21
    15%, x, -4%, -7%, u, x, u, x
- CCn1c(=O)[nH]c2cc(C(=O)N3CCN(c4ccccc4)CC3)ccc2c1=O
    6%, 2%, -1%, 7%, -2%, -7%, -2%, x
- Cc1c(NC(=S)N/N=C/C=C/c2ccccc2)c(=O)n(-c2ccccc2)n1C
    2%, 4%, 0%, 2%, -5%, -4%, -8%, u
- O=C(Nc1cc(C(F)(F)F)ccc1N1CCOCC1)c1cncc(Br)c1
    -7%, -5%, -1%, 0%, -9%, 0%, -1%, 4%
- CC(=O)c1ccc(N2CCN(C(=O)NCc3noc4ccc(C)cc34)CC2)cc1
    -1%, x, -2%, -1%, -6%, x, u, x
- COc1ccc(/C=C/C(=O)NC(=S)NNC(=O)Cc2cccs2)cc1
    -2%, 5%, 3%, 1%, -17%, -5%, u, x
- Cc1ccc2oc(-c3ccc(C)c(NC(=O)C(C)(C)Oc4ccc(Cl)cc4)c3)nc2c1
    -3%, x, -13%, 6%, -17%, x, -11%, x
- c1ccc(C[n+]2csc3ccccc32)cc1
    -14%, 7%, -1%, 5%, -21%, 2.2µM*, u, -12%
- Cc1ccc(-c2nc(C)c(C(=O)O)s2)cc1
    2%, 1%, -2%, -2%, 4%, -10%, -1%, -4%
- COc1cccc(OC)c1C(=O)NNC(=O)c1ccc(F)cc1
    2%, 2%, 0%, -5%, -2%, -8%, -7%, -2%
- CC(C)Cc1nn2c(=O)cc(COC(=O)CNC(=O)c3ccc(C(C)(C)C)cc3)nc2s1
    -3%, x, 1%, -4%, -15%, x, u, x
- O=C1NCCC/C1=N\Nc1ccc(Br)cc1
    -6%, -5%, -1%, 4%, -19%, x, -18%, 3%
- Cc1ccc(S(=O)(=O)c2cn(C)c3cc(N4CCCC(C)C4)c(F)cc3c2=O)c(C)c1 (centres undefined)
    -11%, x, -20%, -2%, -9%, x, -7%, x
- CC1CN(CCC(=O)Nc2ccc3c(c2)CCC3)CC(C)O1 (centres undefined)
    -2%, -9%, 0%, 0%, -4%, -4%, -11%, 2%
- O=C1CC(N2CCN(c3ccc(F)cc3)CC2)C(=O)N1Cc1cccs1 (centres undefined)
    1%, 1%, 0%, 7%, 5%, 14µM*, 6%, 15%
